NPC1 prom act = NPC1 promoter activation | Huh7 NPC1 promoter luciferase reporter, 24 h | Potency, µM (doses to about 9.22 µM), without a hit: at the highest dose activation, hits mostly activators | 320,000 compounds, 2.4% hits;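 also: potency is read from the fitted curve at half-maximal effect; % of control where 0% means no effect; nearly all actives have a fitted effect of over 60% in size; reporter is driven by a mutant NPC1 promoter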
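Huh7 reporter cells (NPC1 promoter driving luciferase) are dosed with compound for 24 h at 37 °C, 5% CO2; luciferase detection reagent is then added and luminescence measured after 10 min at ambient temperature.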
p53 reactivator = restores transcriptional activity of mutant p53. AID 504706. 320,000 compounds, 0.063% hits. H1299 p53-A138V BP100-luciferase reporter, luminescence, 24 h. Potency, µM (highest dose often 92.2 µM), inactives show top-dose activity change, positive = activation, most hits filed as activators; also: potency is read from the fitted curve at half-maximal effect; % of control where 0% means no effect; nearly all actives have a fitted effect of over 45% in size
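p53-null H1299 cells stably carrying temperature-sensitive p53-A138V and a BP100-luciferase reporter were pinned with compounds (4-point, 1:5 series) and held 24 hrs at 37 deg C. Luminescence was read 10 min after detection reagent.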
TRPV1 ag = agonists of human vanilloid receptor 1 (TRPV1); TRPV1-expressing cells, Fluo-8 calcium influx, agonist mode; activation, % at 8.33 µM; 320,000 compounds, 0.19% hits; AID 540275; in the data active = activation above about 80%; inconclusive = between about 30% and that limit; also: 0% is about no effect
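Fluo-8 calcium influx in TRPV1-expressing cells, kinetic read (ex 480/em 520 nm). Compound added and read 3 min for agonist activity, followed by capsaicin at EC20 final and 2 min further read for enhancement.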
Gal4-VP16 FLuc = counter-screen for ROR gamma inhibitors: Gal4-VP16 reporter | Drosophila S2 Gal4-VP16 UAS-luciferase, luminescence, 20 h | 310,000 compounds, 3.5% hits | Potency, µM (highest dose often 53.6 µM), for the others: top-dose activity, negative = inhibition, most hits filed as inhibitors;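 also: Gal4-VP16 expression switched on by copper sulfate through the metallothionein promoter; potency is read from the fitted curve at half-maximal effect; % is scaled to controls: 0 for no effect and ±100 for the full control effect; nearly all actives have a fitted effect of over 50% in size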
BRCA1 expr up = activators of BRCA1 expression. AID 624202. 380,000 compounds, 1.1% hits. Potency, µM (titrated, usually from 46.1 µM), without a hit: top-dose activation, hits mostly activators. MCF7-BRCA1-FFLuc reporter, luminescence, 48 h; response scale: scaled: vehicle 0%, 10 µM genistein 100%; also: potency is read from the fitted curve at half-maximal effect; nearly all actives have a fitted effect of over 80% in size; some results filed as inactive show a strong effect at the top dose
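Cells: MCF7-BRCA1-FFLuc, 2000/well. Exposure: 48 h, 37 °C, 5% CO2. Read: luminescence, 15 min post-substrate. Controls: genistein 10 microM (maximal activation), DMSO (neutral).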
Tb PFK block = blocks T. brucei phosphofructokinase; AID 485367; 330,000 compounds, 0.17% hits; Potency, µM (doses to about 57.5 µM), without a hit: top-dose activity, negative = inhibition, most hits filed as inhibitors; T. brucei PFK, ADP-Glo luminescence;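 also: potency is read from the fitted curve at half-maximal effect; 0% = uninhibited 1x PFK enzyme wells and -100% = no-enzyme wells; nearly all actives have a fitted effect of over 60% in size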
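Activity is normalized to no-enzyme wells (full inhibition) and 1.25 nM enzyme wells (no inhibition). Reaction: 0.5 mM F6P, 0.1 mM ATP, 45 min RT, ADP-Glo luminescence; concentration-response curves fitted and classed by quality.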
Rab9 prom act = activates the Rab9 promoter | AID 485297 | Potency, µM (doses to about 9.22 µM), for inactives: at the highest dose activation, negative = inhibition, hits mostly activators | 320,000 compounds, 2.8% hits | Huh7 Rab9 promoter-luciferase reporter, luminescence, 24 h; also: potency is read from the fitted curve at half-maximal effect; % of control where 0% means no effect; nearly all actives have a fitted effect of over 60% in size
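Steps: seed 1500 Huh7 Rab9-luc cells per well, rest 2 h at 37 °C; add compound in DMSO; incubate 24 h; add luciferase reagent, 10 min ambient; read luminescence.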
ELG1 repair inh = blocks ELG1-dependent DNA repair in HEK293T cells; 330,000 compounds, 2.3% hits; AID 504467; Potency, µM (top dose mostly 46.1 µM), for the others: at the top dose activity change, negative = inhibition, usual class: inhibitors; HEK293T ELG1-luciferase reporter, luminescence, 16 h; DNA damage induced by 5-fluorouridine; also: potency is read from the fitted curve at half-maximal effect; % is scaled to controls: 0 for no effect and ±100 for the full control effect; nearly all actives have a fitted effect of over 55% in size
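Quantitative HTS, concentration-response format. 2,000 cells/well co-treated with 5-fluorouridine and compound, 16 hr in 5% CO2 at 37 °C; ONE-Glo luminescence read after 30 min.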
FLuc modulator = inhibits or activates purified firefly luciferase, miR-21 counter-screen; P08659; purified FLuc, Km substrates, luminescence inhibition; Potency, µM (highest dose often 57.5 µM), for inactives: at the highest dose activity change, negative = inhibition, hits mostly inhibitors; 360,000 compounds, 6.9% hits;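 also: potency is read from the fitted curve at half-maximal effect; plate controls were vehicle for no effect and reference inhibitor for full effect; nearly all actives have a fitted effect of over 55% in size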
Target sequence (P08659 whole entry, looked up): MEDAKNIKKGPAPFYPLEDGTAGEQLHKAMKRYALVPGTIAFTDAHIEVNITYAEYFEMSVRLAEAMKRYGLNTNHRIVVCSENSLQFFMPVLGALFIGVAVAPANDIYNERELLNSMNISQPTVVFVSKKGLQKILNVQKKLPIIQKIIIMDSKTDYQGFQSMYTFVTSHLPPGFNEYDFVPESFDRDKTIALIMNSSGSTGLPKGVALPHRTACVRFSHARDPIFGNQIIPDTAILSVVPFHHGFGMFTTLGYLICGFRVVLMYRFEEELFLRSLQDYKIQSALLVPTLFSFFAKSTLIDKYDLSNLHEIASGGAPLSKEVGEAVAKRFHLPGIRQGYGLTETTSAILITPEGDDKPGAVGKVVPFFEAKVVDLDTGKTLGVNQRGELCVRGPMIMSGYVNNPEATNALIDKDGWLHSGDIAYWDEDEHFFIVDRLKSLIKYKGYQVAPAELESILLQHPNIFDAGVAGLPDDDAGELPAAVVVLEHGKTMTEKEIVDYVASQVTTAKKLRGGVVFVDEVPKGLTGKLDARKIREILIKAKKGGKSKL
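Purified P. pyralis luciferase (10nM final) with 10uM D-luciferin and 10uM ATP (Km levels) in 50mM Tris acetate pH 7.5, 10mM Mg acetate, 0.01% Tween-20, 0.05% BSA; qHTS 6-point titration, ~60 µM downward; luminescence read.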
ELG1 genotoxic = induces genotoxicity in HEK293T cells with luciferase-tagged ELG1; HEK293T ELG1-luciferase reporter, luminescence, 16 h; Potency, µM (highest dose often 46 µM), inactives show top-dose activity change, positive = activation, usual class: activators; 330,000 compounds, 1.3% hits; AID 504466; also: potency is read from the fitted curve at half-maximal effect; % of control where 0% means no effect; nearly all actives have a fitted effect of over 60% in size
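HEK293T cells expressing luciferase-tagged ELG1 were exposed to compound or DMSO vehicle for 16 hr at 37 °C and 5% CO2. Luciferase activity was then measured with ONE-Glo after 30 min at room temperature.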
RORg inh = ROR gamma (mouse) transcription inhibition. P51450. 310,000 compounds, 5.4% hits. Potency, µM (doses to about 53.6 µM), for the others: top-dose activity change, negative = inhibition, usual class: inhibitors. Drosophila S2 Gal4-RORgamma UAS-luciferase reporter, 20 h; also: potency is read from the fitted curve at half-maximal effect; % is scaled to controls: 0 for no effect and ±100 for the full control effect; nearly all actives have a fitted effect of over 60% in size
Target sequence (P51450 whole entry, looked up, the tested form may be a part): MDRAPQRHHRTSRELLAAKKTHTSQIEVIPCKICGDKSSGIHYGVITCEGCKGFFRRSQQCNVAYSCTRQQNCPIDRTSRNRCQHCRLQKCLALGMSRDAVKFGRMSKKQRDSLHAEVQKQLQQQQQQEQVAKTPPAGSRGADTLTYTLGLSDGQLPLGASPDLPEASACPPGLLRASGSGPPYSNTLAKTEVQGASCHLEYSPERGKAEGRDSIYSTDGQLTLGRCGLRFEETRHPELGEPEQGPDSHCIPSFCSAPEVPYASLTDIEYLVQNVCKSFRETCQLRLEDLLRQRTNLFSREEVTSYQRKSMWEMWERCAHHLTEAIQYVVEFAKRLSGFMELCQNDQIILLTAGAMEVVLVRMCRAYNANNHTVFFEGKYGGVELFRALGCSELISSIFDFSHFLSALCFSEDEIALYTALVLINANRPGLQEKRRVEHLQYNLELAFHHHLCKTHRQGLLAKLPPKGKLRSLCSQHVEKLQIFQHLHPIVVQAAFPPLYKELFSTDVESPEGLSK
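Luciferase reporter read in Schneider cells carrying Gal4-RORγ (mouse) and UAS-Photinus luciferase; cells given compound 1 h before 700 uM copper sulfate induction, then incubated 20 h at ambient temperature.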
* marks the source's active call; other numbers are inactive results; u = inconclusive; x = not tested or not shown; [ ] = dose if it differs, or a comment. Unless noted, calls follow the shape of the dose curve; as a rule, active = well fitted curve in the direction sought with a large enough effect; inconclusive = small, poorly fitted or top-dose-only effect, or another doubt; inactive = no such curve, though single readings can be large; an effect the other way counts as inactive or inconclusive.

1	COc1ccccc1C(=O)C1CCCN(Cc2ccc(Oc3ncccn3)cc2)C1 (centres undefined)
2	CN(C)/C=C(\C#N)C(=O)Nc1ccc(O)cc1F
3	COc1ccc(CN(C(=O)c2oc3cc(C)ccc3c2C)C2CCS(=O)(=O)C2)cc1OC (centres undefined)
4	O=C(Nc1ccc(NC(=O)c2cccnc2Cl)cc1)c1cccc(Cl)c1
5	O=C(Nc1cccnc1Cl)c1cc(-c2ccc(F)cc2)on1
6	COCCN(C(=O)COC(=O)Cc1coc2cc(C)ccc12)c1c(N)n(Cc2ccccc2)c(=O)[nH]c1=O
screen / no.	1	2	3	4	5	6
Tb PFK block	2%	5%	-1%	-3%	0%	-15%
Rab9 prom act	-1%	18%	8%	25%	u	-1%
FLuc modulator	2%	1%	3%	-4%	-4%	1%
p53 reactivator	0%	-1%	2%	-3%	10%	-5%
TRPV1 ag	6	-4	13	11	0	0
BRCA1 expr up	-13%	-10%	-15%	0%	3%	15%
ELG1 repair inh	-1%	14%	13µM*	11%	2%	5%
ELG1 genotoxic	-4%	5%	0%	15%	26%	0%
Gal4-VP16 FLuc	-2%	u	12%	-15%	3%	x
NPC1 prom act	-1%	0%	2%	28%	3%	0%
RORg inh	35%	-66%	9%	-13%	0%	x

Only NPC1 prom act and TRPV1 ag (three entries from above):
no.	compound	NPC1 prom act	TRPV1 ag
1	COc1ccccc1C(=O)C1CCCN(Cc2ccc(Oc3ncccn3)cc2)C1 (centres undefined)	-1%	6
2	CN(C)/C=C(\C#N)C(=O)Nc1ccc(O)cc1F	0%	-4
3	COc1ccc(CN(C(=O)c2oc3cc(C)ccc3c2C)C2CCS(=O)(=O)C2)cc1OC (centres undefined)	2%	13

The listing picks up, repeating the two entries before the break.
5	O=C(Nc1cccnc1Cl)c1cc(-c2ccc(F)cc2)on1
6	COCCN(C(=O)COC(=O)Cc1coc2cc(C)ccc12)c1c(N)n(Cc2ccccc2)c(=O)[nH]c1=O
7	CCN(CC)C(=O)C[n+]1cccc(C(N)=O)c1
8	COc1cc(C(CC(=O)N2CCOCC2)c2c(OC)cc(OC)c3ccc(=O)oc23)cc(OC)c1OC (centres undefined)
9	O=C(NCc1ccc2c(c1)OCO2)c1c(F)c(F)c(F)c(F)c1F
10	Cc1ccc(SCC(=O)NC2CC2)cc1
11	O=c1cc(CN2CCN(Cc3ccccc3)CC2)c2cc(O)ccc2o1
12	CCC(C)NC(=O)C1(C)CCC(=O)N1Cc1ccccc1OC (centres undefined)
screen / no.	5	6	7	8	9	10	11	12
Tb PFK block	0%	-15%	4%	-3%	0%	0%	-5%	-11%
Rab9 prom act	u	-1%	0%	-2%	-5%	3%	-7%	0%
FLuc modulator	-4%	1%	4%	-1%	4%[2.3 µM]	-1%	2%	0%
p53 reactivator	10%	-5%	-6%	-1%	0%	6%	-8%	24%
TRPV1 ag	0	0	0	-1	18	2	8	-2
BRCA1 expr up	3%	15%	-2%	5%	3%	22%	-14%	-14%
ELG1 repair inh	2%	5%	15%	u	-1%	23%	u	5%
ELG1 genotoxic	26%	0%	-1%	6%	-7%	12%	-8%	1%
Gal4-VP16 FLuc	3%	x	u	5%	16%	10%	-2%	0%
NPC1 prom act	3%	0%	0%	-4%	1%	-5%	-5%	-1%
RORg inh	0%	x	13%	-2%	-21%	-12%	-6%	0%

13	CCc1cccc(C)c1NC(=S)N(Cc1cccnc1)Cc1ccco1
14	O=C(COC(=O)c1n[nH]c2ccccc12)Nc1ccccc1F
15	O=C(CN1CCCC1)OCCCc1ccccc1
16	CCc1cc2c(=O)c(-c3ccc4c(c3)OCCO4)coc2cc1OC(=O)c1ccco1
17	Cn1c(=O)[nH]c(=O)c2c1nc(N1CCNCC1)n2Cc1cccc2ccccc12
18	C[C@@H]1NC(=O)/C(=C\c2ccccc2Br)NC1=O
screen / no.	13	14	15	16	17	18
Tb PFK block	-28%	0%	1%	-6%	-5%	2%
Rab9 prom act	-2%	x	-4%	2µM*	1%	-3%
FLuc modulator	4%	x	8%	1.1µM*	0%	3%
p53 reactivator	-4%	u	2%	u	-2%	8%
TRPV1 ag	2	x	-4	2	-2	1
BRCA1 expr up	-30%	-23%	-8%	u	-10%	8%
ELG1 repair inh	-4%	u	1%	u	13%	10%
ELG1 genotoxic	3%	u	0%	1.5µM*	0%	3%
Gal4-VP16 FLuc	u	x	-15%	u	-10%	-4%
NPC1 prom act	-2%	x	-1%	1.8µM*	-2%	-10%
RORg inh	-27%	x	-14%	3%	-18%	-1%

19	C=C(C)Cn1c(=O)c2c(nc3n2CCN3c2cccc(Cl)c2C)n(C)c1=O
20	O=C1CN(C(=O)NCC(=O)N[C@H](Cc2ccccc2)C(=O)O)c2ccccc2N1
21	CC(=O)NCCC(=O)Nc1ccc(C(N)=O)cc1
22	Cc1c(Br)c([N+](=O)[O-])nn1CC(=O)N1CCc2ccccc2C1
23	CCCCn1nnnc1NCc1cccnc1
24	CCCOc1ccc(CNC(=S)Nc2ccccc2)cc1Cl
screen / no.	19	20	21	22	23	24
Tb PFK block	5%	0%	-3%	-15%	-24%	7%
Rab9 prom act	-11%	0%	0%	-2%	-1%	-4%
FLuc modulator	10%	6%	-1%	3%	0%	0%
p53 reactivator	-13%	x	-1%	-11%	7%	3%
TRPV1 ag	-1	0	-2	-1	1	-4
BRCA1 expr up	-52%	-2%	-4%	-20%	34%	0%
ELG1 repair inh	-12%	13%	15%	17%	1%	0%
ELG1 genotoxic	-5%	3%	4%	0%	-2%	-7%
Gal4-VP16 FLuc	5%	6%	3%	-12%	x	7.1µM*
NPC1 prom act	-6%	-5%	-6%	1%	-5%	17%
RORg inh	-5%	-6%	14%	-2%	-12%[0.365 µM]	5µM*

25	Cc1ccc(C(=O)NNC(=O)c2ccc(NS(=O)(=O)c3cccs3)cc2)s1
26	FC(F)(F)c1cccc(-c2ccc(-c3csnn3)o2)c1
27	CC(CNS(=O)(=O)c1ccccc1)Sc1ncccn1 (centres undefined)
28	CC(NS(=O)(=O)c1ccccc1)C(=O)NCCc1ccccn1 (centres undefined)
29	O=C(NCCN1CCCCC1)Nc1ccc(F)cc1F
30	CC(C)(C)c1ccc(N2C(=O)CC(c3ccccc3)C2=O)cc1 (centres undefined)
screen / no.	25	26	27	28	29	30
Tb PFK block	-9%	2%	0%	0%	-2%	-2%
Rab9 prom act	-5%	u	-4%	6%	0%	1%
FLuc modulator	2%	17µM*	-1%	-1%	0%	-1%
p53 reactivator	15%	3%	-2%	-4%	x	-2%
TRPV1 ag	-1	u	0	-2	4	0
BRCA1 expr up	-7%	-22%	14%	3%	23%	28%
ELG1 repair inh	1%	u	4%	-6%	9%	20%
ELG1 genotoxic	-3%	14%	-2%	-6%	0%	2%
Gal4-VP16 FLuc	x	18%	-6%	-4%	-3%	-2%
NPC1 prom act	1%	10%	1%	-1%	-2%	1%
RORg inh	x	32%	13%	26%	-15%	-6%

31	CCCc1[nH]nc2c1C(c1ccc(OC)c(CSC3=NCCS3)c1)C(C#N)=C(N)O2 (centres undefined)
32	CC1(C(=O)N(CC(=O)NC2CCCC2)C2CCCC2)CC(=O)N=C2C=CC=CN21 (centres undefined)
33	CCOc1ccc(NS(=O)(=O)c2ccc3[nH]c(=O)oc3c2)cc1
34	O=C(C1CCCN(Cc2cccs2)C1)N1CCCCCC1 (centres undefined)
35	COc1ccccc1Nc1nnc(SCC(=O)Nc2cc(C)on2)s1
36	CC(C)(C)C(=O)NC1CCN(S(=O)(=O)c2ccc(C(F)(F)F)cc2)CC1
37	COCC(=O)NCc1nc2ccccc2n1Cc1ccccc1F
screen / no.	31	32	33	34	35	36	37
Tb PFK block	-5%	1%	0%	0%	2%	2%	22%
Rab9 prom act	-1%	-5%	-6%	2%	-6%	-4%	2%
FLuc modulator	-4%	1%	1%	0%	-2%	1%	6%
p53 reactivator	13%	0%	-6%	-4%	5%	-3%	2%
TRPV1 ag	u	-2	0	3	-1	1	-1
BRCA1 expr up	-26%	-24%	0%	-11%	2%	5%	3%
ELG1 repair inh	4%	6%	-13%	5%	u	14%	0%
ELG1 genotoxic	-3%	1%	-1%	1%	6%	-6%	-1%
Gal4-VP16 FLuc	u	2%	1%	1%	0%	1%	-4%
NPC1 prom act	4%	7%	-1%	0%	0%	5%	0%
RORg inh	-106%	-28%	9%	-9%	-30%	2%	21%
